HSF1 inhib – HSF1 inhibition; NIH3T3-HGL HSE-luciferase, MG132-induced, luminescence 8 h; stronger effect = lower value; activity change, negative = inhibition, % at 7.5 µM (by protocol); 300,000 compounds, 0.77% hits; AID 2098;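 active means more than half of replicate wells show activity change below -50%, luminescence cut by over half; inconclusive means some wells, but at most half, below -50%; inactive means no replicate well below -50%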;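 further: luciferase reports HSF-1 transcriptional activity via heat shock element; 0% = median of DMSO wells and -100% = zero luminescence signal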
IEC-6 tox – kills IEC-6 intestinal cells in KLF5 counter-screen; IEC-6 cytotoxicity, luminescence viability; inhibition, % at 5 µM; 290,000 compounds, 0.78% hits; AID 1825; in the data active means inhibition above about 22%;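 further: 0% = plate median of test compound wells and 100% = cytotoxic reference compound wells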
DYRK1A inh – blocks rat Dyrk1A kinase activity; inhibition, % at 12.5 µM; AID 504441; ADP-Glo luminescence, NFATc1 peptide; Q63470; 310,000 compounds, 0.43% hits; in the data active means inhibition above about 50%;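 further: plate controls were vehicle with enzyme for no effect and no enzyme for full effect; many of its hits are not listed in these tables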
Platelet DG rel – platelet dense granule release activity; AID 1663; 300,000 compounds, 0.22% hits; human platelet-rich plasma, SFLLRN dense granule ATP release, luminescence; inhibition, %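 (compounds screened at 7.5 µM in platelet-rich plasma)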;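 active means mean replicate score, as percent of positive control, at or above 50; inconclusive means mean below 50 but at least one replicate at or above 50; inactive means mean and every replicate below 50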
GSK3A inh – blocks human GSK-3 alpha kinase; ADP-Glo luminescence, 60 min; P49840; 320,000 compounds, 0.1% hits; AID 2650; inhibition, % at 10 µM;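 in the data active means inhibition above about 50%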;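 further: GST-tagged GSK-3 alpha with peptide substrate and 25 µM ATP; 0% = DMSO neutral wells and 100% = GW8510 positive control wells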
Target sequence (P49840 whole entry, looked up): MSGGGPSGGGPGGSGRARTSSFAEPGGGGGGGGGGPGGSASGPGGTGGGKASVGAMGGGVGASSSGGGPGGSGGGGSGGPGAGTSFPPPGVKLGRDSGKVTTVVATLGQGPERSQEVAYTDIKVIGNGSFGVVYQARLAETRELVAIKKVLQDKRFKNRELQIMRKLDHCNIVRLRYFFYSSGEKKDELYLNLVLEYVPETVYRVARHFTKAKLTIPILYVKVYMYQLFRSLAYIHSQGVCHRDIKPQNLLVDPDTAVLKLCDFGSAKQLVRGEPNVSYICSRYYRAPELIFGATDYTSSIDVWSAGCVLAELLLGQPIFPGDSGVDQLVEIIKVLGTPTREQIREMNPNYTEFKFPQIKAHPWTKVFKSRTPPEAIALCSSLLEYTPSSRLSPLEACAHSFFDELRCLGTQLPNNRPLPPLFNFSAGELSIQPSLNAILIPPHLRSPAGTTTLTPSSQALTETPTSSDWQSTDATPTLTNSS
GSK3B inh – human GSK3beta kinase inhibition; P49841; GST-GSK3beta kinase, ADP-Glo luminescence, 60 min; stronger effect = lower value; activity score (negative = inhibition), % at 10 µM; 300,000 compounds, 0.038% hits; AID 2097;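 active means more than half of replicate wells score below -50%, meaning over 50% inhibition versus plate controls; inconclusive means some replicates but at most half score below -50%; inactive means no replicate scores below -50%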;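 further: 0% = median DMSO wells and -100% = median GW8510 positive control wells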
Target sequence (P49841 whole entry, looked up): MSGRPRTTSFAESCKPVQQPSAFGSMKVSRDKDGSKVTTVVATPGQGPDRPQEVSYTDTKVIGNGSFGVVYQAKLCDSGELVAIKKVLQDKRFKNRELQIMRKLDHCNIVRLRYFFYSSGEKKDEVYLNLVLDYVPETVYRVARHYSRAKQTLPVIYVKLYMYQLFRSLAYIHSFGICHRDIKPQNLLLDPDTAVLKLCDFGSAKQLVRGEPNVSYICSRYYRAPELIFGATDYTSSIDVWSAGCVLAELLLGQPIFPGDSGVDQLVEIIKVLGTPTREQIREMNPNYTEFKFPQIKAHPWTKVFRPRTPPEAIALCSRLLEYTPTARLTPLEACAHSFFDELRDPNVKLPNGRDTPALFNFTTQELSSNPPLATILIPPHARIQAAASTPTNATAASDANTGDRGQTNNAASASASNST
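Test system – GST-tagged human GSK3beta kinase, cell-free · Incubation – 60 min enzyme reaction, room temperature · Signal – ADP-Glo luminescence · Also added – peptide substrate and ATP at 25 µM · Controls – DMSO neutral wells and GW8510 at 20 µM as positive · Buffer or medium – Tris/MgCl2 kinase buffer · Measure – Luminescence-derived activity versus plate DMSO and GW8510 wells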
HSP90 refold inh – blocks HSP90-mediated luciferase refolding in reticulocyte lysate; 290,000 compounds, 0.91% hits; Rabbit reticulocyte lysate, luciferase refolding luminescence, 3 h; AID 1789; inhibition, % at 5.6 µM;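 active means inhibition above the screen-wide mean plus 3 SD, computed separately per campaign, cut at about 16% in these data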;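 further: 0% = DMSO wells and 100% = 60 µM geldanamycin wells; inhibitors lower the luminescence because luciferase stays unfolded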
KLF5 inhibitor – kruppel-like factor 5 inhibition; AID 1700; inhibition, % at 5 µM; DLD-1 KLF5 promoter-luciferase reporter, luminescence; 290,000 compounds, 0.23% hits;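 active means inhibition above a per-plate limit of that plate's mean compound inhibition plus 3 SD, cut at about 60% in these data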;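 further: 0% = DMSO wells and 100% = LY294002 at 200 µM; higher means less KLF5 promoter-driven luciferase light; inactives centre near -14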
aSyn UTR inh – 5' untranslated region of α-synuclein, MLPCN primary screen; 300,000 compounds, 0.82% hits; inhibition, % (tested at 7.5 µM); alpha-synuclein 5'UTR reporter, inhibitor activity; AID 1813; in the data active means inhibition above about 60%; inconclusive means no clear call, values can overlap the other calls;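 further: H4 neuroglioblastoma cells stably carrying SNCA 5'UTR luciferase fusion; 0% = DMSO wells and 100% = positive control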
HSF-1 act – increases HSF-1 driven luciferase reporter signal; NIH3T3-HGL HSF-1 luciferase reporter, MG132, 8 h; 100% = twice DMSO control signal; 300,000 compounds, 1.7% hits; AID 504408; activation, % at 9 µM;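 active means mean replicate activation of at least 50% with a set share of replicates each reaching 50%; inconclusive means only one of those two conditions met; inactive means mean below 50% and too few replicates reaching it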;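 further: 0% = median of the neutral control wells and 100% = twice that signal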
Active calls of the source: *; ? = inconclusive; . = not tested or not shown. Only part of the results is shown; rates above refer to the full screens.

entry	structure	HSF1 inhib	IEC-6 tox	DYRK1A inh	Platelet DG rel	GSK3A inh	GSK3B inh	HSP90 refold inh	KLF5 inhibitor	aSyn UTR inh	HSF-1 act
1	CCOC(=O)N1N=C(C)CC1(O)c1ccccc1 (centres undefined)	6.2	8.0	1.8	-24.0	-0.5	-0.2	6.3	1.4	8.6	6.0
2	S=C(Nc1ccc2nsnc2c1)NC1CCCCC1	30.7	7.0	22.9	0.8	19.2	-15.3	7.1	-80.4	-163.3	82.1*
3	COc1ccc(S(=O)(=O)N2CCOC2CNC(=O)C(=O)NCc2ccncc2)cc1OC (centres undefined)	-5.7	-0.3	9.1	-9.7	-1.6	-0.5	0.5	-30.1	3.6	5.8
4	OCCCNc1nc(-c2ccc(Br)cc2)nnc1-c1ccc(Cl)cc1	0.8	8.8	-8.9	0.2	1.4	0.3	3.4	-21.3	-27.6	24.8
5	O=C(O)CSc1nccn1-c1cccc(Cl)c1	-8.5	-4.1	-2.9	-6.2	2.0	5.2	5.0	-30.8	-4.2	-25.2
6	Cc1cc(C)nc(NC(=O)c2c(F)c(F)c(F)c(C(=O)Nc3cc(C)cc(C)n3)c2F)c1	18.5	.	.	-10.1	-0.3	-3.0	.	.	-69.7	61.6*
7	Cc1[nH]c2ccccc2c1-c1nc(-c2ccc(Cl)cc2)nnc1-c1ccccc1	6.0	3.7	.	-2.2	-5.3	0.4	4.7	-16.7	-32.9	12.6
8	Cc1c(NC(=O)Cn2cc([N+](=O)[O-])cn2)c(=O)n(-c2ccccc2)n1C	0.0	2.8	.	10.4	-18.7	-0.2	-0.8	-8.6	-28.5	-0.7
9	Cc1nn(C(C)C(=O)O)c(=O)c2c1sc1ccccc12 (centres undefined)	-8.4	-8.9	10.3	-11.7	-6.6	5.9	2.9	4.7	-37.0	-2.2
10	COc1ccc(NC(=S)NC2CC3CCC(C2)N3Cc2ccco2)cc1 (centres undefined)	31.8	0.7	4.6	-4.1	4.0	-5.9	0.5	-13.4	1.5	?

(further entries)
entry	structure	HSF1 inhib	IEC-6 tox	DYRK1A inh	Platelet DG rel	GSK3A inh	GSK3B inh	HSP90 refold inh	KLF5 inhibitor	aSyn UTR inh	HSF-1 act
11	COCCCNC(=O)/C(C#N)=C/c1cccc(NC(=O)c2ccccc2Cl)c1	-2.6	-3.8	6.0	-4.6	-0.2	1.5	-4.3	-23.9	-28.8	-4.9
12	O=C(NNC(=O)c1ccccc1O)c1ccc(S(=O)(=O)Nc2ccccc2)cc1	-2.5	.	-4.1	-2.9	0.2	1.9	.	.	16.4	-5.6
13	CCC(C)NC(=O)CSC1=Nc2ccccc2C2=NC(c3ccccc3)C(=O)N12 (centres undefined)	-1.5	2.6	-7.3	4.2	-2.6	5.3	6.3	-43.1	-44.8	12.4
14	COc1ccc(C(O)(CCc2ccccc2)CCN2CCCCC2)cc1 (centres undefined)	3.6	2.0	-0.8	3.6	0.0	0.6	0.0	3.7	-2.7	8.9
15	COC(=O)Nc1c(C)nn(Cc2ccccc2C)c1C	-0.5	-1.9	4.7	15.4	-1.2	2.2	4.6	-27.1	-29.6	16.0
16	Fc1ccc(-n2nnc(-c3ccccc3)n2)cc1	-0.6	-0.5	-0.8	4.4	0.4	1.4	2.8	-45.5	-1.5	-16.9
17	COc1cc(C(=O)N=C2SC3CS(=O)(=O)CC3N2c2ccccc2)cc(OC)c1OC (centres undefined)	-2.2	-2.0	.	0.6	-1.0	2.4	-0.2	-1.0	8.4	-3.9
18	CCC(c1c(C)[nH]oc1=O)c1c(C)[nH]oc1=O	-3.2	0.4	-3.5	7.8	-0.3	3.1	0.6	-26.2	19.2	-5.0
19	Cc1cc(C)nc(CC(N)=O)n1	-7.1	2.3	5.9	6.0	-1.6	1.4	1.4	11.6	-22.1	-3.2
20	COc1ccc(N2CCOCC2)c(NC(=O)COc2cccc(C)c2)c1	-3.0	2.9	-4.2	34.9	2.2	3.7	1.3	-5.4	2.3	-13.2

Carrying on.
entry	structure	HSF1 inhib	IEC-6 tox	DYRK1A inh	Platelet DG rel	GSK3A inh	GSK3B inh	HSP90 refold inh	KLF5 inhibitor	aSyn UTR inh	HSF-1 act
21	O=C1CC(NCC2CCCO2)C(=O)N1c1ccc(Cl)cc1 (centres undefined)	-5.6	1.7	2.7	-2.1	.	-2.1	1.1	-0.1	-24.1	-1.4
22	COc1ccc(-n2c(Cc3cc(=O)[nH]c(=O)[nH]3)nnc2SCC(=O)Nc2cc(C(F)(F)F)ccc2Cl)cc1	-10.8	-1.0	-2.0	0.2	-2.2	1.9	1.9	-7.5	11.1	5.2
23	O=[N+]([O-])c1ccc(N2CCN(c3ccc(F)cc3)CC2)cn1	-4.8	-4.5	-1.0	-1.1	1.5	-1.3	-3.3	-14.9	-0.4	-12.2
24	COc1ccc(C(=O)C2CCCN(S(=O)(=O)C(C)C)C2)c(C)c1 (centres undefined)	15.1	-0.5	-0.9	-0.1	-5.3	-7.8	-1.2	7.1	5.0	62.2*
25	CC(=O)Oc1ccc(/C=N\NC(=O)c2cc3c(ccc4ccccc43)o2)cc1	-46.1	-2.5	-3.6	-8.1	-1.7	4.4	-4.7	-39.0	-9.7	-59.5
26	CC(=O)CC(=O)NC1C2CC3CC(C2)CC1C3 (centres undefined)	0.3	-5.4	2.5	.	0.7	0.4	3.4	-2.1	0.7	-21.7
27	CC(C)CNS(=O)(=O)c1ccc(OCC(=O)Nc2ccc3c(c2)OCO3)c(Cl)c1	0.1	-1.2	-1.2	-5.0	-1.4	3.3	0.3	-5.9	29.2	-6.7
28	COc1ccccc1CNC(=O)c1ccc(C)s1	1.0	-1.0	.	5.2	-1.8	-0.9	1.8	-10.3	-41.7	-18.0
29	Cc1sc2ncnc(N3CCN(S(=O)(=O)c4ccc(F)cc4)CC3)c2c1C	6.7	6.8	-1.4	-11.2	0.4	5.9	3.9	-1.4	8.3	21.0
30	COc1ccccc1C(=O)N(Cc1ccc(Cl)cc1)C1CCS(=O)(=O)C1 (centres undefined)	6.6	-5.5	.	7.0	-2.3	0.9	-5.0	-43.0	-4.7	0.0

Following part.
entry	structure	HSF1 inhib	IEC-6 tox	DYRK1A inh	Platelet DG rel	GSK3A inh	GSK3B inh	HSP90 refold inh	KLF5 inhibitor	aSyn UTR inh	HSF-1 act
31	Cc1ccc(C)c(Cn2c3ccccc3c3cnn(CC(=O)NCCCN4CCCCC4)c(=O)c32)c1	2.4	-3.9	2.9	-0.2	0.6	-0.8	-4.7	-12.4	-10.4	-0.4
32	CCN(CC)C(C)C(=O)Nc1c2c(cc3c1CCC3)CCC2 (centres undefined)	0.2	6.6	0.8	0.5	-1.6	-0.6	-0.1	-13.1	18.9	-7.0
33	Oc1[nH]c2ccccc2c1C=Nc1ccc2c(c1)OCO2	30.3	-4.5	5.8	-0.1	15.7	-32.1	-3.4	-146.8	-285.3	36.7
34	O=C(C1=C(O)C(=O)N(CCc2ccccc2)C1c1cccnc1)c1ccco1 (centres undefined)	1.1	-1.6	-1.9	-0.1	-3.2	-0.5	3.3	-28.5	8.8	0.2
35	COc1cccc(/C=C2\SC(=O)N(CCC(=O)N3CCCCC3CCO)C2=O)c1 (centres undefined)	8.6	-0.9	-1.1	-8.9	0.8	-10.5	6.4	3.4	-9.6	21.1
36	CCn1c(SCC(=O)NC(C)C)nnc1-c1cccs1	-2.5	4.3	0.7	-4.3	-2.3	-1.2	0.2	-4.3	-4.5	1.8
37	O=C(CCNS(=O)(=O)c1cccc2nonc12)Nc1ccc(Cl)cc1	-5.9	2.6	-3.8	-8.8	-1.4	-0.2	-1.0	-17.0	3.8	11.1
38	CCn1cc(/C=C(\NC(=O)c2ccccc2OC)C(=O)NCCCN2CCOCC2)c2ccccc21	3.4	-3.0	.	-5.7	-0.2	0.7	0.9	-19.8	-6.7	-0.7
39	CC(=O)Nc1ccc(NC(=O)C2CCN(C(=O)c3ccc([N+](=O)[O-])cc3)CC2)cc1	2.1	3.6	-0.6	5.8	0.9	4.5	0.1	-10.7	-16.3	-16.0
40	Cc1ccc(NC(=O)c2ccc(-n3cccn3)c([N+](=O)[O-])c2)cc1C	-0.4	0.7	-5.5	-0.4	1.4	-0.3	-3.3	-4.4	-51.6	1.3

Some of the entries above in another layout:
11	COCCCNC(=O)/C(C#N)=C/c1cccc(NC(=O)c2ccccc2Cl)c1
5	O=C(O)CSc1nccn1-c1cccc(Cl)c1

Assay by compound	11	5
HSF1 inhib	-2.6	-8.5
IEC-6 tox	-3.8	-4.1
DYRK1A inh	6.0	-2.9
Platelet DG rel	-4.6	-6.2
GSK3A inh	-0.2	2.0
GSK3B inh	1.5	5.2
HSP90 refold inh	-4.3	5.0
KLF5 inhibitor	-23.9	-30.8
aSyn UTR inh	-28.8	-4.2
HSF-1 act	-4.9	-25.2

(cont.)
entry	structure	HSF1 inhib	IEC-6 tox	DYRK1A inh	Platelet DG rel	GSK3A inh	GSK3B inh	HSP90 refold inh	KLF5 inhibitor	aSyn UTR inh	HSF-1 act
41	Cc1ccc(-c2cccc(NC(=O)C3C(C(=O)O)[C@@H]4C=C[C@H]3C4)c2)o1 (some centres undefined)	-2.7	2.7	-1.1	2.2	.	6.3	-0.7	-63.5	16.7	-7.7
42	COc1cccc(C(=O)N/N=C/C(Br)=C/c2ccccc2)c1	45.7	10.1	3.3	-0.1	-1.2	1.9	-2.5	-45.9	-135.5	55.9*
43	CN1CCN(S(=O)(=O)c2ccc(NC(=S)NC(=O)C3CCCC3)cc2)CC1	-3.7	1.4	0.7	-4.6	-2.5	-5.3	-0.5	-47.0	-7.8	17.6
44	COc1cc(NC(=O)CN(C)S(=O)(=O)c2cccs2)cc(OC)c1	-4.7	11.3	.	-0.8	-0.9	2.6	3.8	9.7	12.0	10.7
45	O=C(CN1CCOCC1)Nc1ccc(F)cc1	-4.4	9.2	3.1	-0.1	-1.4	-3.5	10.1	4.0	-11.1	9.4
46	O=C(CN1CCCC1)NC(c1ccccc1)c1ccccc1	-0.8	-4.3	1.6	-1.2	0.7	2.0	-1.2	-44.4	-6.3	2.1
47	O=C(CCSCCc1ccccn1)Nc1nccs1	-0.6	-3.3	-7.0	-28.8	6.1	-5.0	-1.5	-8.5	11.3	2.6
48	COc1ccc(/C=C(/C#N)c2cccnc2)cc1OC	-21.8	0.9	26.7	1.6	-2.8	-2.5	10.8	22.3	-13.5	-16.7

Assay outcomes from PubChem BioAssay.
